S1P3 ag: human S1P3 receptor agonists, primary screen, cell-based, primary and confirmation, NFAT-BLA reporter. Sphingosine 1-phosphate receptor 3 (Homo sapiens), Q99500. S1P3 NFAT-BLA reporter cells, agonism, FRET ratio; relative to 1 µM S1P, basal subtracted. activation, % at 4.5 µM. hit rate 0.1% among 60,000. AID 373, 2006;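 active = activation above the screen-wide mean plus 3 SD, cut at about 4.5% in these data, passing the limit was not always enough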; also: some compounds called inactive have numbers as strong as hits
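Assay system: CHO cells stably expressing human S1P3, Gα16 and NFAT-β-lactamase reporter. Timing: overnight plating, 4 h compound 37 °C, 2 h substrate RT. Signal: β-lactamase FRET emission ratio 460/535 nm. Measure: percent activation versus median 1 µM S1P response, basal-subtracted, per plate. Repeats: primary screen single test, confirmation screen in triplicate.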
HEK293 NFkB inh: inhibitors of PMA/ionomycin-induced NF-kB reporter, primary screen, antigen receptor NF-kB inhibitor project, cell-based, HEK-293 luciferase reporter, luminescence. HEK-293 NF-kB luciferase reporter. inhibition, % at 3 µM. hit rate 0.21% among 62,000. AID 465, 2006;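 active = inhibition above the mean of all tested compounds plus 3 SD, cut at about 40% in these data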;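 also: 0% = stimulated DMSO wells and 100% = 10 µM reference inhibitor 5653914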
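System – HEK-293 cells with stable firefly luciferase reporter driven by four HIV NF-kB elements · Doses – one dose, 3 µM · Schedule – 1 h compound pre-incubation, 16 h PMA/ionomycin at 37 °C · Technique – luminescence from luciferase substrate reagent · Measure – percent inhibition normalized per plate to DMSO and reference-inhibitor controls · Replicates – tested once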
5HT1E antag: 5-HT1E receptor antagonists, primary screen, cell-based, HTS. CHO 5-HT1E Ga15 NFAT-bla reporter, FRET, antagonist. inhibition, % at 6 µM. hit rate 0.99% among 65,000. AID 571, 2007;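 active = inhibition above a set limit, the mean inhibition across every tested compound plus 3 SD, cut at about 29% in these data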;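 also: signal is the 460 over 535 nm emission ratio of beta-lactamase substrate; 0% = agonist plus DMSO wells and 100% = wells without agonist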
5HT1a antag: human 5-HT1a receptor antagonists, primary screen, cell-based, CHO, Ga15 NFAT-bla reporter. hit rate 0.68% among 62,000. AID 612, 2007. CHO 5-HT1a Ga15 NFAT-bla reporter, antagonist mode. inhibition, % at 10 µM;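 active = inhibition above the mean of all tested compounds plus 3 SD, cut at about 43% in these data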;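 also: receptor stimulated by 5-CT agonist at 100 nM near EC80; beta-lactamase reporter measured by ratiometric fluorescence of a cleavable substrate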
Target sequence (P08908 whole entry, looked up): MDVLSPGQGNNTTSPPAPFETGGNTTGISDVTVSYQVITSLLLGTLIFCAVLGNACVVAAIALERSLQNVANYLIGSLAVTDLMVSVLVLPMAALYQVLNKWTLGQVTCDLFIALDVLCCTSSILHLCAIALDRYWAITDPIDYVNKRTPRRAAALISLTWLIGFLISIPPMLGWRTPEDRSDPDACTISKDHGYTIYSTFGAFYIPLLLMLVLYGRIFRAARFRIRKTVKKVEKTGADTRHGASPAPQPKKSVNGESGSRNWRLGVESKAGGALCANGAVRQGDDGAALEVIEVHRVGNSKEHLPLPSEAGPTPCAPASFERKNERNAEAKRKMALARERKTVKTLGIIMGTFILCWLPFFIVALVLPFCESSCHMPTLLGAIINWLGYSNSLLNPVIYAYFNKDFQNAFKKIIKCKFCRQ
S1P1 ag-PAM: S1P1 agonists and agonism potentiators, primary screen, cell-based, primary and confirmation screens, CRE-bla reporter | activation, % at 9.5 µM | Sphingosine 1-phosphate receptor 1 (Homo sapiens), P21453 | S1P1 CRE-bla cells, forskolin, beta-lactamase FRET, potentiator mode; S1P1 agonist co-added at EC20, 2 nM; 100% = saturating reference agonist, 0% = basal | hit rate 0.57% among 56,000 | AID 449, 2006;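 active = activation above a cutoff set at the mean activation of all tested compounds plus 3 SD, cut at about 54% in these data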;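 also: forskolin at 4 µM as EC80 and the EC20 agonist is SEW2871; 100% = SEW2871 at its EC100 plus forskolin at EC80; some compounds past the cut are filed as inactive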
Target sequence (P21453 whole entry, looked up): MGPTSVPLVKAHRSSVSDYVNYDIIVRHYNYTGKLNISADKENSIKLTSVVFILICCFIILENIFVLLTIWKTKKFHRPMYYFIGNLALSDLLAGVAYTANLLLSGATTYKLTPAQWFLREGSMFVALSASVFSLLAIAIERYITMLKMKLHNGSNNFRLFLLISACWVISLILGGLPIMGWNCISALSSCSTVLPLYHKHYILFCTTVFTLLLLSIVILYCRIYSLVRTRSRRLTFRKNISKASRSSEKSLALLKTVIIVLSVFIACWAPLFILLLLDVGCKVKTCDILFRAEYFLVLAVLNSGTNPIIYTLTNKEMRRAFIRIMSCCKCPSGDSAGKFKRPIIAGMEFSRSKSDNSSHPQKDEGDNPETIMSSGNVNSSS
Jurkat viability: cytotoxicity toward Jurkat T cells, primary screen, cytotoxicity control, cell-based, Jurkat E6.1, 60K MLSMR library; Jurkat E6.1 viability, ATP luminescence, 48 h; inhibition, % at 4 µM; hit rate 1.2% among 56,000;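 active = inhibition above the mean inhibition of all tested compounds plus 3 SD, cut at about 28% in these data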
5HT1a ag: human 5-HT1a receptor agonists, primary screen, cell-based, CHO, Ga15 NFAT-bla reporter; 5-hydroxytryptamine receptor 1A (Homo sapiens), P08908; CHO 5-HT1a Ga15 NFAT-bla reporter, FRET ratio; 0% basal, 100% maximal reference agonist; activation, % at 10 µM; hit rate 0.56% among 65,000;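 active = activation above the screen-wide mean activation plus 3 SD, cut at about 19% in these data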;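 also: 0% = DMSO wells and 100% = 5-CT at EC100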
5HT1E ag: 5-HT1E receptor agonists, primary screen, cell-based, HTS; 5-hydroxytryptamine receptor 1E (Homo sapiens), P28566; CHO 5-HT1E Ga15 NFAT-bla reporter, FRET; 0% DMSO wells, 100% control agonist wells; activation, % at 6 µM; hit rate 0.69% among 65,000; AID 574, 2007;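 active = activation above a set limit, the screen-wide mean activation plus 3 SD, cut at about 8.5% in these data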;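 also: 100% = positive control agonist at 1 µM giving full maximal response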
D1 mod: D1 CRE-luciferase signal change, two-sided – cell-based, HEK293 D1, dopamine EC30, D1 allosteric modulator project, primary screen; AID 641, 2007; B-score at 10 µM; D(1A) dopamine receptor (Homo sapiens), P21728; hit rate 5.9% among 58,000; dopamine EC30 potentiation; actives deviate in either direction;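 active = luminescence count or its row- and column-corrected plate score outside the 99.7% band of the plate's sample wells, on either side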
* marks the source's active call; other numbers are inactive results; nt = no result given. Compounds were not picked by outcome; overall some 8.3% were active at least once.

[1] CCCCc1nc2ccccc2c(=O)n1NC(=O)c1c(O)c2cccc3c2n(c1=O)CCC3
[2] O=C(CCCCn1c(=O)[nH]c2ccccc2c1=O)NC1CCN(Cc2ccccc2)CC1
[3] CCOC(=O)CSc1nc2ccccc2n1CC(=O)N(C(C)C)C(C)C
[4] Cc1ccccc1SCC(=O)NC1CCOC1=O (stereo not drawn)
[5] Cc1cc(C)nc(N2CCC(C(=O)N3CCN(c4cc(Cl)ccc4C)CC3)CC2)n1
[6] COc1ccc(CNc2nc3nc(-c4ccccc4)cc(=O)n3[nH]2)cc1OC
[7] CCOC(=O)c1c(NC(=O)CN2CCOCC2)sc2c1CCCC2
[8] CCOC(=O)c1sc2nc(N3CCOCC3)c3c(c2c1N)CCC3
Screen / compound no.	1	2	3	4	5	6	7	8
S1P3 ag	-1.1	-0.7	-0.3	-0.6	-0.5	-1.2	-0.5	-1.1
HEK293 NFkB inh	14	9	14	13	22	12	24	11
5HT1E antag	6	-5	10	14	-8	22	5	11
5HT1a antag	-8	-7	3	7	17	-1	-3	-26
S1P1 ag-PAM	6	4	4	-14	42	-24	-40	-43
Jurkat viability	3	-2	-3	5	-1	2	1	-4
5HT1a ag	-3.7	-1.2	-2.8	-2.2	1.2	-2.1	6.1	-0.2
5HT1E ag	1.6	1.0	0.6	0.4	0.0	-0.5	0.9	-0.1
D1 mod	0.62	-0.87	1.7	-0.078	-0.48	-0.33	0.61	0.95

[9] COc1ccccc1Nc1nc(N)nc(CN2CCN(Cc3ccccc3)CC2)n1
[10] CC1(C)CN=C(NC2CCCCC2)S1
[11] O=C(CCCn1c(=S)[nH]c2ccccc2c1=O)NCc1ccco1
[12] COc1ccccc1C1N(c2ccc(F)cc2)C(=O)C2CCCN21 (stereo not drawn)
[13] COc1ccc(C(C)(C)C)cc1NC(=O)C1C2C=CC(C2)C1C(=O)O (stereo not drawn)
[14] Cc1ccc(-c2nnc(CSc3nc(C)nc4sc(C)c(C)c34)o2)cc1
[15] C=CCN=C(NC#N)SCC(=O)NC(C)(C)C
[16] O=C(CC1=NC2(CCCC2)Cc2ccccc21)N1CCOCC1
Screen / compound no.	9	10	11	12	13	14	15	16
S1P3 ag	-0.6	-0.4	-0.8	0.4	-0.9	0.0	-0.7	-1.2
HEK293 NFkB inh	15	8	6	12	4	7	33	16
5HT1E antag	5	3	7	-12	-13	-10	-5	2
5HT1a antag	-1	-4	-4	-17	-14	4	1	4
S1P1 ag-PAM	6	-28	-3	8	-8	-21	-16	5
Jurkat viability	-8	2	-7	-4	-9	-7	6	6
5HT1a ag	0.3	0.3	2.0	-0.3	-3.6	-1.7	2.6	-1.1
5HT1E ag	-0.6	-0.6	-0.5	1.1	0.9	1.3	-0.8	-0.6
D1 mod	0.23	0.17	-0.006	-0.71	-0.0093	-0.6	0.2	0.1

Whole records as entered above. Screens in order: S1P3 ag	HEK293 NFkB inh	5HT1E antag	5HT1a antag	S1P1 ag-PAM	Jurkat viability	5HT1a ag	5HT1E ag	D1 mod
COc1ccc(C(C)(C)C)cc1NC(=O)C1C2C=CC(C2)C1C(=O)O (stereo not drawn) across the screens: -0.9	4	-13	-14	-8	-9	-3.6	0.9	-0.0093
Cc1cc(C)nc(N2CCC(C(=O)N3CCN(c4cc(Cl)ccc4C)CC3)CC2)n1 across the screens: -0.5	22	-8	17	42	-1	1.2	0.0	-0.48

(continued)
[17] Nn1c(SCc2cccc(C(F)(F)F)c2)nnc1-c1ccco1
[18] CSc1ccccc1NC(=O)CN(c1ccccc1)S(=O)(=O)N(C)C
[19] Cc1nc(SCC(=O)Nc2ccccc2)c2oc3ccccc3c2n1
[20] Cc1ccnc(NC(=O)CCC(=O)N(CC(=O)NC2CCCCC2)c2cccc(C)c2C)c1
[21] COc1ccc(N2CCN(Cc3nc4ccccc4c(=O)[nH]3)CC2)cc1
[22] Cc1ccc(-c2cc(C(=O)OCC(=O)Nc3cc(C)on3)c3ccccc3n2)c(C)c1
[23] CC(O)c1ccc2c(c1)OCCOCCN(C)CCOCCO2 (stereo not drawn)
[24] Cc1ccnc(NS(=O)(=O)c2ccc(NC(=O)C3CCCO3)cc2)n1 (stereo not drawn)
Screen / compound no.	17	18	19	20	21	22	23	24
S1P3 ag	-1.7	-0.7	0.1	-0.6	-2.1	0.5	0.3	-1.6
HEK293 NFkB inh	14	23	6	20	-8	8	-11	14
5HT1E antag	5	5	27	-5	22	16	2	-2
5HT1a antag	-3	3	1	2	20	16	9	-19
S1P1 ag-PAM	5	nt	-44	8	8	-21	-21	-6
Jurkat viability	3	1	6	0	4	3	3	0
5HT1a ag	-4.0	-1.1	3.2	1.5	-1.8	-0.6	-3.4	-3.2
5HT1E ag	0.6	0.4	-1.0	0.5	-1.8	-0.2	-0.8	0.1
D1 mod	-1.1	nt	2.2	3.8	-0.035	1.4	-0.072	0.78

[25] COc1ccc(N2C(=O)CC(N3CCN(c4ccc(S(=O)(=O)N5CCCC5)cc4)CC3)C2=O)cc1 (stereo not drawn)
[26] CCOC(=O)C1CCN(C(=O)CC(C)c2ccccc2)CC1 (stereo not drawn)
[27] CCOC(=O)N1CCC(NC(=O)c2ccc(CS(=O)(=O)c3ccccc3C)o2)CC1
[28] CCCc1cc(=O)[nH]c(SCc2ccc(C#N)cc2)n1
[29] CCN=C1SC(C(=O)Nc2cccc(OCC)c2)CC(=O)N1CC (stereo not drawn)
[30] Nc1ncnc2nc(Sc3ccc(Cl)cc3)[nH]c12
[31] Cc1ccccc1Cn1nnc(-c2cccc(C(=O)O)c2)n1
[32] Cc1ccc(C(c2nnnn2CCc2ccccc2)N2CCSCC2)cc1 (stereo not drawn)
Screen / compound no.	25	26	27	28	29	30	31	32
S1P3 ag	-0.3	-0.4	0.6	-1.8	-2.2	4.0	-0.7	-0.9
HEK293 NFkB inh	6	0	17	3	16	14	-53	15
5HT1E antag	1	-5	-6	8	5	-1	-17	-1
5HT1a antag	1	-4	5	-3	-1	9	-14	34
S1P1 ag-PAM	nt	nt	-10	-2	12	-4	nt	25
Jurkat viability	2	-3	2	1	6	-6	-4	1
5HT1a ag	-0.1	-1.1	39*	-1.6	-1.7	-2.5	0.0	-2.4
5HT1E ag	-1.9	-0.1	1.5	0.6	-1.3	-1.5	0.9	-0.6
D1 mod	-0.48	-0.038	-1.3	0.56	0.84	1.2	-2.7*	-0.26

[33] CC1CN(C(=O)Cc2ccc(-c3ccccc3)cc2)CC(C)O1 (stereo not drawn)
[34] COC(=O)c1[nH]c2ccc(Br)cc2c1NC(=O)CN1CCN(C2CCCCC2)CC1
[35] Nn1c(SC/C=C/c2ccccc2)nnc1-c1ccco1
[36] O=C(O)COc1ccc(Br)cc1/C=N/O
[37] COc1ccc(C2=NO[C@@H]3C(=O)N(C4CCCCC4)C(=O)[C@H]23)cc1OC
[38] Cc1cc(C(=O)Oc2ccccc2C(=O)O)c(C)o1
[39] O=C(C(NS(=O)(=O)c1cccs1)c1ccccc1)N1CCN(c2ccccc2)CC1 (stereo not drawn)
[40] Cc1ccc(-c2nc3cccnc3o2)cc1NC(=O)COc1ccc(Cl)cc1C
Screen / compound no.	33	34	35	36	37	38	39	40
S1P3 ag	-0.8	1.0	-1.5	-1.4	-1.8	-1.5	0.6	-0.1
HEK293 NFkB inh	6	7	12	13	3	12	8	16
5HT1E antag	-3	7	6	-3	-3	5	-9	-3
5HT1a antag	-9	2	5	11	-10	6	-6	-7
S1P1 ag-PAM	1	0	nt	4	-22	1	-12	nt
Jurkat viability	1	3	9	0	-4	0	-2	3
5HT1a ag	-0.1	-3.1	-0.6	-0.9	-2.3	0.4	-1.3	0.0
5HT1E ag	0.1	-0.1	-0.9	-0.4	-0.4	-0.4	0.3	0.2
D1 mod	-0.73	0.11	-0.31	0.29	0.019	0.12	0.48	-1.6

[41] Cc1cccc(OCC(=O)Nc2ccc3c(c2)nc(CCN2CCN(C)CC2)n3C)c1
[42] COCCn1nnnc1CN1CCN(c2cccc(C(F)(F)F)c2)CC1
[43] O=C1c2oc3ccc(F)cc3c(=O)c2C(c2cccc(O)c2)N1CCCN1CCOCC1 (stereo not drawn)
[44] CC1CN=C(N(C(=O)Nc2ccccc2)c2ccc(S(=O)(=O)N3CCOCC3)cc2)S1 (stereo not drawn)
[45] O=C(NCC1CCCO1)C1CC(=O)N(C2CCCCCC2)C1 (stereo not drawn)
Screen / compound no.	41	42	43	44	45
S1P3 ag	-0.4	-0.9	-0.3	-0.9	0.7
HEK293 NFkB inh	11	7	4	15	1
5HT1E antag	-11	9	-1	3	-8
5HT1a antag	-5	-5	-14	-2	-18
S1P1 ag-PAM	8	10	3	7	-6
Jurkat viability	-3	1	-4	13	-8
5HT1a ag	-2.5	-1.8	0.5	-0.6	0.6
5HT1E ag	2.6	-0.8	30*	-0.4	0.6
D1 mod	-0.14	-0.015	0.17	-0.61	0.65

Values in list order from the list:
Entries 41–45 in S1P1 ag-PAM read 8, 10, 3, 7, -6

Bioassay records: PubChem, several laboratories
